Compound activity: PubChem BioAssay, National Center for Advancing Translational Sciences (NCATS)
KDM5B inh – KDM5B demethylase inhibition; Q9UGL1; KDM5B demethylase, FDH-coupled NADH fluorescence (FDH is formaldehyde dehydrogenase); Potency, µM (highest dose often 57.7 µM), without a hit: at the highest dose activity change, negative = inhibition, actives largely listed as inhibitors; 2.6% of 220,000 active; AID 1347165; active = well fitted inhibition curve with a large enough effect; inconclusive = small, poorly fitted or top-dose-only effect; inactive = no such curve, though single readings can be large or run the other way; note: 0% is about no effect; nearly all actives have a fitted effect of over 70% in size
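Inhibition is measured as reduced NADH fluorescence generation from FDH coupling to formaldehyde release. Truncated KDM5BΔAP at 200 nM final acts on H3K4me3 peptide (12.5 µM in substrate mix) in pH 7.5 HEPES buffer with Tween-20, 30 min, room temperature.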
Numbers without * were called inactive; i = inactive; ? = inconclusive; [ ] = remark or other dose. Potency is the fitted concentration of half-maximal effect. The list is partial (hit frequency here may not be typical).

A first look (2 entries):
SMILES	KDM5B inh
CC(C)CCn1nc(C(=O)OCC(=O)Nc2ccc(Cl)cc2F)c2ccccc2c1=O	0%
CCCCCCOc1ccc2c(C)c(CCC(C)C)c(=O)oc2c1	-4%

The list itself, repeating the preview:
SMILES	KDM5B inh
CC(C)CCn1nc(C(=O)OCC(=O)Nc2ccc(Cl)cc2F)c2ccccc2c1=O	0%
CCCCCCOc1ccc2c(C)c(CCC(C)C)c(=O)oc2c1	-4%
O=C(NCc1cccnc1N1CCOCC1)c1n[nH]c2c1CCCC2	15%
O=C(CC1=C2CCCCC2N(Cc2ccc(F)cc2)C1=O)NCCc1c[nH]c2ccccc12 (configuration not stated)	-14%
COc1ccc(-c2cc(N3CCCN(C(=O)Cc4cccc(F)c4)CC3)n[nH]2)cc1	?
Cc1cnc2c(S(=O)(=O)N3CCN(C)CC3)cccc2c1	2%
CCOC(=O)C1=C(C)N=c2s/c(=C/c3ccc(OCC(=O)O)c(OC)c3)c(=O)n2C1c1ccc(Cl)cc1 (configuration not stated)	?
COc1cccc([S+](=O)([O-])N2CCC3(CC2)C(=NC2CCCCC2)NC(=O)N3c2cccnc2)c1	?
CNc1oc(-c2cc(S(=O)(=O)N(Cc3ccccc3)C(C)C)c(C)o2)nc1C#N	?
N#CC(C(=O)NCc1ccccc1)c1nc2ccccc2nc1N1CCN(CCc2ccccc2)CC1 (configuration not stated)	7%
CCOc1ccccc1CNc1nc2nc(C)c(CC(=O)OC)c(=O)n2[nH]1	-28%
COc1ccc(-c2c(C)c3ccc(OCCN4CCN(C)CC4)cc3oc2=O)cc1OC	-7%
COc1cccc(NC(=O)c2ccc(CNS(=O)(=O)c3ccc4c(c3)C(C)(C)C(=O)N4C)cc2)c1	-21%
O=C(N[C@H]1C[C@@H]2C(=O)N[C@H]3CCN(C(=O)c4cccs4)[C@@H]3C(=O)N2C1)C1CCCC1	-16%[86.2 µM]
O=[S+]1([O-])NC2(CCCN(Cc3ccccc3)C2)CNc2ccccc21 (configuration not stated)	-9%

4 records drawn at random from the list so far:
SMILES	KDM5B inh
O=C(NCc1cccnc1N1CCOCC1)c1n[nH]c2c1CCCC2	15%
COc1ccc(-c2c(C)c3ccc(OCCN4CCN(C)CC4)cc3oc2=O)cc1OC	-7%
CCOC(=O)C1=C(C)N=c2s/c(=C/c3ccc(OCC(=O)O)c(OC)c3)c(=O)n2C1c1ccc(Cl)cc1 (configuration not stated)	?
N#CC(C(=O)NCc1ccccc1)c1nc2ccccc2nc1N1CCN(CCc2ccccc2)CC1 (configuration not stated)	7%

Carrying on.
SMILES	KDM5B inh
COc1ccc(C(=O)N2CCCN(C)c3ccccc32)cc1	-10%
CC(C)N[C@H]1C[C@@H](Cc2cc(COc3ccccc3)on2)C1(C)C	2%[86.2 µM]
COc1ccc(CNC(=O)c2cc3c(s2)-c2ccccc2OC3)cc1	?
Cc1ccc2nc(COc3ccccc3NC(=O)C(C)(C)C)cc(=O)n2c1	?
Cc1cc(N2CCN(C)CC2)nc2ccc(NC(=S)N3CCN(c4ccc(F)cc4)CC3)cc12	-13%
Cc1c(Cl)cccc1NC(=O)COc1ncnc2ccc(Br)cc12	-1%
O=C(Cn1ccn2nc(-c3ccccc3)c(CO)c2c1=O)NCCC1=CCCCC1	?
CCCNc1cc(N2CCC(CCC(=O)NCc3ccc(Cl)cc3)CC2)ncn1	-15%
CC(=O)N1CCC(Cc2ccc(C(=O)Nc3ccc(C)cc3)cc2)CC1	-6%
CCn1c2ccccc2c2cc(CN3CCN(Cc4ccccc4Cl)CC3)ccc21	?
Cc1nc(NC(=O)c2ccccc2)sc1-c1csc(Nc2ccccc2)n1	?
CN(CC(=O)N(Cc1ccco1)CC(F)(F)F)C1CCCc2ccccc21 (configuration not stated)	-22%
CCc1nccc(CN2CCCC(CC3CC3)(C(=O)O)C2)n1 (configuration not stated)	?
CCOc1ccc(CCNC(=O)CS(=O)(=O)Cc2nc(-c3ccccc3Cl)oc2C)cc1	9%
C=CCNC(=O)Cc1c2c(n(Cc3ccccc3F)c1C)CCCC2=O	-22%
COCCCNC(=O)c1ccc(C)c(-n2c(C)nc3cccnc32)c1	?
CCc1ccccc1NC(=O)NCc1nc(-c2ccccc2C)oc1C	18%
Cc1[nH]c2c(F)cccc2c1CC(=O)N(C)Cc1ccc2nsnc2c1	23%
COc1cccc(C(=O)Nc2ccc3oc(-c4cccc(OC)c4)nc3c2)c1	?
CCCCC(CC)CNC(=O)N1CCN(c2ncc(C(F)(F)F)cc2Cl)CC1 (configuration not stated)	-14%
COc1ccc2c(C)c(CCC(=O)N3CCCCC3)c(=O)oc2c1C	?
CCOc1ccccc1NC(=O)Nc1cc2c(cc1N1CCCCC1)n(CC)c(=O)n2CC	?
COc1cccc(-c2c(NC(=O)c3ccc([N+](=O)[O-])cc3)oc3ccccc3c2=O)c1	-13%
CC(NC(=O)C1CCN(c2cc(C(F)(F)F)ncn2)CC1)c1ccccc1 (configuration not stated)	-20%
CCN(c1ccccc1C)S(=O)(=O)c1nnc(NC(=O)c2ccccc2C)s1	?
COc1ccc(-c2cn3c(n2)sc2cc(C(=O)Nc4ccc(F)cc4Cl)ccc23)cc1	?
CCCS(=O)(=O)N1CCCC(Cc2noc(-c3ccccc3)n2)C1 (configuration not stated)	-10%
O=C(NCc1ccccc1)[C@@H]1Cc2nc[nH]c2CN1Cc1ccc(Cl)cc1	-22%[86.2 µM]
Cc1ccc(OCC(=O)Nc2ccc(C(=O)OCc3cc(=O)n4ccsc4n3)cc2)cc1C	?
N#Cc1ccccc1CN1CCCC12Cc1ccccc1CNC2=O (configuration not stated)	-15%[149 µM]
CC(C)n1nc(OC(C)(C)C(=O)NC2CCOCC2)c2cc(CN3CCOCC3)ccc21	32µM*
Cc1ccc(-c2nnc3ccc(N4CCN(Cc5ccccc5)CC4)nn23)nc1	35µM*
COc1cc(/C=C(/C#N)C(=O)O)cc(Cl)c1OC(C)C	-4%
O=C(NCc1ccc(-c2ccc(F)cc2)o1)C1CC(=O)N(Cc2cccnc2)C1 (configuration not stated)	25µM*
O=C1OC[C@@H]2CCN(Cc3ccc4c(c3)OCO4)Cc3ccc(F)cc3N12	-15%[86.2 µM]
Cc1cc(C)cc(Nc2ccc([N+](=O)[O-])cn2)c1	21%
O=C(O)c1ccccc1C(=O)N[C@H]1CO[C@H]2[C@@H]1OC[C@@H]2n1nnnc1Oc1ccc2c(c1)OCO2	24%
O=C(O)CC1C(=O)NCCN1Cc1ccc(Cl)c(F)c1 (configuration not stated)	-19%
Cc1ccc(NC(=O)c2cnc(NCc3ccc4c(c3)OCO4)nc2C)c(C)c1	11%
COc1ccc(CN2Cc3[nH]nc(-c4ccccc4)c3CC2=O)cc1	-4%[86.2 µM]
CS(=O)(=O)Nc1ccccc1CNC(=O)CC1CCCCC1	24%
Cc1ccc(-c2cnc(SCC(=O)Nc3ccccc3F)o2)cc1C	9%
CN(C)C(=O)CNC(=O)c1ccc(C(F)(F)F)cc1	20%
C/C(CC(C)(C)C1CCCCC1)=N\O	13%
CC(NC(=S)NCc1ccc(F)cc1)c1ccncc1 (configuration not stated)	-3%
COCCn1nc(C(=O)NCC(c2ccccc2OC)N2CCCC2)ccc1=O (configuration not stated)	5%
O=C(Cn1ccn2nc(-c3ccccc3)c(CO)c2c1=O)NCCc1ccc(Cl)cc1	28µM*
CSc1ccccc1NC(=O)C(C)Cl (configuration not stated)	15%
CCc1nn(CC(=O)NCCCN2CCN(CC)CC2)c(=O)c2cc3occc3n12	-20%
COc1cc(OC)c(NC(=O)N2CCN3CCCCC3C2)cc1Cl (configuration not stated)	-4%
Cn1cc(-c2cccc(CO)c2)c2nc(CNc3ccccc3)cn2c1=O	?
OC(CNCc1ccco1)c1ccccc1 (configuration not stated)	14%
COCCO[C@H]1C(=O)N(C2CCN(C(=O)NC(C)C)CC2)[C@H]1c1ccncc1	-16%
COc1ccc(CCNc2ncnc3c2CN(c2ccccc2)C(=O)CN3C)cc1	-26%
CNC(=O)[C@@H]1CN(C(=O)c2ccc(Cl)cc2)C[C@H]1CO	-12%
COC(=O)c1ccccc1Oc1cc(C(F)(F)F)nc(-c2ccccn2)n1	21%
Cc1nc2ccc(Cl)cc2cc1C(=O)N(C)CC1COc2ccccc2O1 (configuration not stated)	13%
N#CC1=C(N)Oc2c(c(=O)[nH]c3ccccc23)C1c1cccc(Cl)c1 (configuration not stated)	?
Cc1nc(N2CCN(C(=O)c3ccoc3)CC2)cc(C(F)(F)F)n1	27%
COc1cc(SC)c(OC)cc1CN1CCC2(CC(=O)NC2=O)C1 (configuration not stated)	?
(further entries)
SMILES	KDM5B inh
O=C(N[C@H]1C[C@@H]2C(=O)N[C@H]3CCN(C(=O)C4CCCC4)[C@@H]3C(=O)N2C1)c1ccc(F)c(Cl)c1	0%
O=C(CCc1ccccc1)NCc1ccc2c(c1)CCN2C(=O)c1ccccc1	-1%
Cc1cccc(N2CCN(C(=S)Nc3ccc4nc(N5CCN(C)CC5)cc(C)c4c3)CC2)c1C	-15%
CN1C(=O)CC(C(=O)O)C12CCN(Cc1cncs1)CC2 (configuration not stated)	-20%
CC(C)n1ccc2c(NC(=O)Cn3nc4c(cc3=O)CCCCC4)cccc21	-16%
COc1cccc(-c2cc3c(ccn3CC3CCN(C)CC3)c(N3CCOCC3)n2)c1	i
COc1ccccc1CNC(=O)c1ccc(Cn2c(SCc3ccccc3)nc3cccnc32)cc1	?
CN(C)c1cccc(C(=O)N2CCCN(c3cc(-c4ccc(F)cc4)[nH]n3)CC2)c1	-23%
COc1cc(NC(=O)N2C[C@@H]3C[C@H](C2)c2ccc(NC(=O)c4ccc(F)cc4)c(=O)n2C3)cc(OC)c1	?
C=CC[C@H]1Cc2c(Br)cc(Br)c(Br)c2[C@H](CC=C)N1	-7%
CCOC(=O)c1c(C)[nH]c(CCC(=O)NCc2cc(OC)c(OC)c(OC)c2)c1C	?
COc1ccc(OC)c(NC(=O)COc2ccc(C(C)C)cc2-n2cnnc2)c1	-12%
COc1ccc(Cc2nc3c4cnn(-c5cccc(F)c5)c4ncn3n2)cc1	-27%
Cc1nc2cc(-c3ccccc3)ccc2s1	-24%
CCOC(=O)c1nnn(C(CC)C(=O)Nc2cc(OC)ccc2OC)c1C(=O)OCC (configuration not stated)	-9%
COc1ccc(/C=N/n2cnc3c([nH]c4ccc(F)cc43)c2=O)cc1CN1CCCC1	-11%
Fc1cccc(/C=N/Nc2cc(C(F)(F)F)ccc2Cl)c1	-7%
CCOc1ccc2c(n1)CCN(C(=O)Cc1ccc(F)cc1)C2	2%
CCCSc1ncc(Cl)c(C(=O)Nc2ccc(S(=O)(=O)Nc3ncccn3)cc2)n1	13%
COc1ccccc1NC(=O)c1ncoc1-c1cccc(Cl)c1	12%
COc1ccc2nc(NC(=O)c3nc(S(=O)(=O)Cc4cccc(C)c4)ncc3Cl)sc2c1	-21%
Nc1nnc(SCc2ccccc2F)s1	-4%
O=C(NCCCNC(=O)C1CC1)C1CC1	18%
CCOC(=O)C(C)NC(=O)C1CCN(c2ncnc3c2nc2n3CCCCC2)CC1 (configuration not stated)	-15%
O=[S+]1([O-])NCC2(CCN(CC3CC3)CC2)Nc2ccccc21	13%[86.2 µM]
Cn1c(COc2ccc(C(C)(C)C)cc2)n[nH]c1=S	-5%
Cc1ccc(NC(=O)CCNS(=O)(=O)c2cccs2)cc1F	-13%
CCCCCNc1ncnc2c1CN(C1CCNCC1)C(=O)CN2C	?
CCOC(=O)c1oc2ccccc2c1COC(=O)C1COc2ccccc2O1 (configuration not stated)	-12%
CCCCCn1c(-c2ccc(OC)c(OC)c2)nc2ccccc21	?
CCOC(=O)c1[nH]c2ccccc2c1NC(=O)c1ccc(OC)c(OC)c1	0%
COc1ccc(S(=O)(=O)NC[C@@H]2C=C(C)[C@H](CC(=O)N(C)Cc3cccnc3)C[C@H]2C(C)C)cc1	8%
Cc1cc(C)n(C2CCN(C(=O)CCc3cc4n(n3)CCNC4)C2)n1 (configuration not stated)	?
CC1CCCCN1C(=O)COC(=O)c1cnc2ccccc2n1 (configuration not stated)	7%
CCCCc1ccc(NC(=O)Cn2ccn(-c3ccc(OC)cc3)c2=O)cc1	6%
CC(C)(Oc1nn(CC2CC2)c2ccc(CN3CCCC3)cc12)C(=O)Nc1cccnc1	28µM*
Cc1nn(C)c(I)c1I	-5%
O=C(C(Sc1n[nH]c(-c2ccccc2)n1)c1ccccc1)N1CCOCC1 (configuration not stated)	7%
Clc1ccccc1C1(c2ccnc(NCc3ccccc3)n2)CCNCC1	?
Cc1cc(C)cc(N(C(C)C(=O)N2CCCCCC2)S(C)(=O)=O)c1 (configuration not stated)	?
CC(=O)N(Cc1cc2cc(C)ccc2[nH]c1=O)C(C)C	?
c1ccc(Cn2c(CN3CCOCC3)nc3ccccc32)cc1	16%
COc1ccccc1Oc1c(C)oc2cc(O)ccc2c1=O	?

Four structures out of the list, arranged by length of the SMILES, rising.
SMILES	KDM5B inh
c1ccc(Cn2c(CN3CCOCC3)nc3ccccc32)cc1	16%
Clc1ccccc1C1(c2ccnc(NCc3ccccc3)n2)CCNCC1	?
CCCCc1ccc(NC(=O)Cn2ccn(-c3ccc(OC)cc3)c2=O)cc1	6%
COc1ccc(S(=O)(=O)NC[C@@H]2C=C(C)[C@H](CC(=O)N(C)Cc3cccnc3)C[C@H]2C(C)C)cc1	8%
